V-ATPase pH: regulators of yeast V-ATPase proton pumping, primary screen, pHLuorin cytosolic pH fluorescence; S. cerevisiae; actives 0.37% (n = 350,000); response, % at 10 µM; in the data active = response mostly above about 7.3%, no sharp cut-off; inactive = mostly below about 5.4%; also: actives read high; inactives centre near 0; some compounds called inactive have numbers as strong as hits; reference of the scale not given here
DAGLB inhibitor: DAGLB lipase inhibitors, primary screen, biochemical, fluorescence, HTS | Diacylglycerol lipase-beta (Homo sapiens), Q8NCG7 | HEK293T DAGLB membrane lysate, EnzChek fluorogenic substrate | inhibition, % at 5.17 µM | actives 0.059% (n = 340,000); in the data active = inhibition above about 34%;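 also: 0% = enzyme with vehicle and 100% = wells lacking enzyme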
PKA-R2B activ: activators of PKA-R2B holoenzyme, primary screen, biochemical, fluorescence polarization, Cy5-IP20, human. activation, % at 11.4 µM. cAMP-dependent protein kinase catalytic subunit beta (Homo sapiens) + cAMP-dependent …. actives 0.079% (n = 340,000). AID 504700, 2011. PKA-R2B holoenzyme dissociation; R2B truncated from residue 108, S112A mutant; 0% DMSO only, 100% 113 µM cGMP;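 active = activation above a cutoff set at the mean over all compounds plus 3 SD, cut at about 18% in these data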;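 also: higher means more holoenzyme dissociation and a rise in polarization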
Target sequence (P31323 whole entry, looked up, other chains not shown, the tested form may be a part): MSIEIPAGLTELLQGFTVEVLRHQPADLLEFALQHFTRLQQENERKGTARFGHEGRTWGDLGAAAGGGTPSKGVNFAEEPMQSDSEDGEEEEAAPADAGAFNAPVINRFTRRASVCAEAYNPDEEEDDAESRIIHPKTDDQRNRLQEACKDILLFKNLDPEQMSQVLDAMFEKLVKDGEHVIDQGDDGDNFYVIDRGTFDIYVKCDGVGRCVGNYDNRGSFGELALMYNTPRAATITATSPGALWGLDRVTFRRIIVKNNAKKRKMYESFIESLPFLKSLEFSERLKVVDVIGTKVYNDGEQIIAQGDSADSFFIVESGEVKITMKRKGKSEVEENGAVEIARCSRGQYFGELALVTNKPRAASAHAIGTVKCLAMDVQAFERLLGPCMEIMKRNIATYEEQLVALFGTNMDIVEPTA
PKA-R1A activ: activators of PKA-R1A holoenzyme, primary screen, biochemical, fluorescence polarization, Cy5-IP20, bovine R1A, mouse PKAc. PKA-R1A dissociation; scaled: DMSO 0%, 113 µM cGMP 100%. actives 0.083% (n = 340,000). cAMP-dependent protein kinase type I-alpha regulatory subunit (Bos taurus) + …. activation, % at 11.4 µM. AID 504707, 2011;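 active = percent activation above the mean of all tested compounds plus 3 SD, cut at about 19% in these data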;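 also: higher means more PKAc released from R1A so a rise in polarization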
HTR5A ag: HTR5A agonists in luminescence cell assay, primary screen, counter-screen for OPRM1-OPRD1 heterodimer agonist project, full-deck HTS; 5-hydroxytryptamine receptor 5A (Homo sapiens), P47898; cell-based; activation, % at 9.3 µM; actives 0.61% (n = 340,000); AID 504692, 2011; in the data active = activation mostly above about 9.5%, no sharp cut-off; inactive = mostly below about 7.6%;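 also: 0% = cells with vehicle only and 100% = reference agonist; strong numbers were not always called active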
Target sequence (P47898 whole entry, looked up): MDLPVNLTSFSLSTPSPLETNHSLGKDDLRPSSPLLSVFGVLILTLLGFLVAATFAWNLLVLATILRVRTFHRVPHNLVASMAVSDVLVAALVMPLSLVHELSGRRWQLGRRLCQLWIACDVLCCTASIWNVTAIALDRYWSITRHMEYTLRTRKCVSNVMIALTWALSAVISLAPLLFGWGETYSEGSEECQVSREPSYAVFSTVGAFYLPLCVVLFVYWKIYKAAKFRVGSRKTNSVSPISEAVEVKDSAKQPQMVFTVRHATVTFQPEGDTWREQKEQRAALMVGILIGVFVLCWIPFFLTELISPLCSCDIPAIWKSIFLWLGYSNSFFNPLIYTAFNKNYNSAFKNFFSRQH
DSG3 Ab inh: inhibitors of pemphigus antibody binding to DSG3, primary screen, biochemical, bead-based, flow cytometry, scFv-GFP | Desmoglein-3 (Homo sapiens), P32926 | DSG3-coupled beads, scFv-anti-DSG3-GFP binding; hits give low values | binding (percent of control), % at 10 µM | actives 0.48% (n = 310,000);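 active = binding more than 3 SD below its plate's average and above zero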;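 also: hits lower antibody fragment binding to DSG3; some compounds called inactive have numbers as strong as hits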
HTR5A inv ctr: HTR5A inverse agonists in luminescence cell assay, primary screen, counter-screen for OPRM1-OPRD1 heterodimer inverse agonist project, full-deck HTS | HTR5A cell line, inverse agonism | actives 0.083% (n = 340,000) | inhibition, % at 9.3 µM; in the data active = inhibition mostly above about 23%, no sharp cut-off; inactive = mostly below about 18%;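 also: 0% = cells with DMSO and 100% = no-cell wells with DMSO; some compounds called inactive have numbers as strong as hits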
Arr AP2 block: inhibitors of beta-arrestin/AP2 binding, primary screen, biochemical, GPCR trafficking, flow cytometry; FITC-arrestin peptide / GST-AP2 beads; AP2 beta2 appendage carries R879A mutation; AID 504490, 2011; actives 0.31% (n = 340,000); beta-arrestin 1 C-terminal peptide binding to AP2 beta2-adaptin appendage (human); inhibition, % at 10 µM;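 active = inhibition above a set limit, near 3 SD of compounds lacking own fluorescence, cut at about 54% in these data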;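 also: plate controls were DMSO wells for no effect and 5 µM unlabelled arrestin peptide for full effect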
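Measured by: flow cytometry, FL1 (488/535 nm); Material: AP2 appendage R879A on GSH beads; Evaluation: percent response; Timing: pre-incubation 12 min, peptide binding 1 h, room temperature; Also added: 50 nM FITC-arrestin peptide; Medium: PBS with 0.05% Tween 20 and 0.1% BSA.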
MOR-DOR inv ag: inverse agonists of MOR-DOR heterodimerization, primary screen, cell-based, luminescence; Mu-type opioid receptor (Homo sapiens) + Delta-type opioid receptor (Homo sapiens), …; cell-based MOR-DOR heterodimer luminescence, inverse agonism; inhibition, % at 9.3 µM; actives 0.21% (n = 340,000); AID 504357, 2011; in the data active = inhibition above about 22%, passing the limit was not always enough;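 also: 0% = cells with DMSO and 100% = wells without cells with DMSO; values of inactives mirror those of a sister screen read the other way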
MOR-DOR ag: agonists of OPRM1-OPRD1 heterodimerization, primary screen, cell-based, luminescence; cells; Mu-type opioid receptor (Homo sapiens) + Delta-type opioid receptor (Homo sapiens), …; actives 0.3% (n = 340,000); activation, % at 9.3 µM; AID 504326, 2011; in the data active = activation above about 18%;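 also: 0% = vehicle-treated cells and 100% = reference agonist; values of inactives mirror those of a sister screen read the other way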
Active calls of the source: *; · = no result given.

SMILES	V-ATPase pH	DAGLB inhibitor	PKA-R2B activ	PKA-R1A activ	HTR5A ag	DSG3 Ab inh	HTR5A inv ctr	Arr AP2 block	MOR-DOR inv ag	MOR-DOR ag
O=C(CCNC(=O)c1ccccc1)OCC(=O)c1ccccc1	-1	-2	-6	-10	4	110	-13	6	2	-0.3
O=C(Nc1ccc(-n2cccc2)cc1)C1CC1	3	2	5	5	3	68*	-7	14	6	-1.1
NS(=O)(=O)c1ccc(CCNC(=O)[C@@H]2CCCN2S(=O)(=O)c2ccccc2F)cc1	1	0	-2	-6	9	97	-3	-1	-5	0.9
CSc1nc(N2CCOCC2)nc2ccc(C)cc12	2	-5	-9	6	0	103	-1	-2	-19	3.3
O=c1ccc2cc(O)c(O)cc2o1	-5	3	3	2	-4	93	13	-3	2	-0.4
COc1cc(C(=S)N2CCOCC2)cc(OC)c1O	-2	3	11	-6	0	84	-2	3	0	0.0
N#Cc1ccsc1NC(=O)CN1CCN(c2ccccc2)CC1	5	1	-11	9	8	104	-24	6	0	0.1
COc1ccccc1C(=O)Nc1ccc2[nH]ncc2c1	-3	-1	-5	6	-3	120	11	35	-2	0.4
O=C(O)c1ccc2c(c1)ncn2C1CCCC1	3	-1	1	-13	1	97	-15	4	10	-1.9
Cc1cc(C)nc(NC(=O)CSc2nc3cc(Cl)ccc3s2)n1	-3	-2	-7	-8	-2	·	5	4	11	-2.7
CCOC(=O)c1c(-c2ccc(OC)cc2)cn2ccccc12	-1	0	-1	0	8	109	-7	1	8	-1.6
CCCCn1c(N)c(N(CCOC)C(=O)C2CCN(S(=O)(=O)c3ccc(F)cc3)CC2)c(=O)[nH]c1=O	2	1	4	-5	4	101	1	33	9	-1.5
Cc1cc(O)c(C2(O)C(=O)Nc3ccccc32)cc1C (stereo unspecified)	0	0	-8	-8	-2	95	7	5	10	-2.2
CSc1nc(NCCN(C)C)c2sc3nc(-c4ccco4)c4c(c3c2n1)CCC4	4	-2	-11	4	1	116	-21	1	10	-1.9
Cc1cc(NC(=O)CSc2ccc3ccccc3c2)no1	-6	4	3	14	7	98	-18	28	-13	2.6
O=C(Nc1ccc2nsnc2c1)N1CCCCC1	2	-3	-1	-5	-1	92	-23	4	8	-1.4
O=C(Nc1ccc(S(=O)(=O)N2CCCC2)cc1)c1ccc(F)cc1	5	0	-12	-22	5	98	-17	3	16	-3.0
CC(=O)Nc1ccc(OC(=O)c2cccs2)cc1	-2	-3	-1	9	-5	·	-7	17	7	-1.3
CCOc1ccc(NC(=O)CN(C)C(=O)C2CC(=O)N(CCc3ccc(OC)c(OC)c3)C2)cc1OCC (stereo unspecified)	-2	2	1	5	5	102	-14	30	12	-3.1
Cc1ccc(O)c(C(=O)c2cnn(-c3ccccc3)c2)c1	1	-6	-1	-5	3	·	-7	-2	-38	8.2

Retrieved by compound from the entries so far:
SMILES	V-ATPase pH	DAGLB inhibitor	PKA-R2B activ	PKA-R1A activ	HTR5A ag	DSG3 Ab inh	HTR5A inv ctr	Arr AP2 block	MOR-DOR inv ag	MOR-DOR ag
Cc1ccc(O)c(C(=O)c2cnn(-c3ccccc3)c2)c1	1	-6	-1	-5	3	·	-7	-2	-38	8.2
CSc1nc(NCCN(C)C)c2sc3nc(-c4ccco4)c4c(c3c2n1)CCC4	4	-2	-11	4	1	116	-21	1	10	-1.9
O=C(O)c1ccc2c(c1)ncn2C1CCCC1	3	-1	1	-13	1	97	-15	4	10	-1.9

Next compounds
SMILES	V-ATPase pH	DAGLB inhibitor	PKA-R2B activ	PKA-R1A activ	HTR5A ag	DSG3 Ab inh	HTR5A inv ctr	Arr AP2 block	MOR-DOR inv ag	MOR-DOR ag
COc1cc(SC)ccc1C(=O)Nc1cccc(C)n1	1	-2	3	-8	4	97	-11	13	4	-0.9
O=C(CS(=O)(=O)c1ccc(Cl)cc1)Nc1nnc(-c2cccs2)o1	1	2	-3	7	-3	·	12	0	7	-1.4
COCCN(C(=O)CSc1ncccn1)c1c(N)n(Cc2ccccc2)c(=O)[nH]c1=O	-2	0	-20	-15	1	104	-3	6	19	-3.6
Nc1ccc(NC(=O)c2ccc(C(=O)Nc3ccc(N)cc3)cc2)cc1	2	1	8	-1	0	96	0	12	-2	0.4
O=C(CSc1nnc(-c2cccs2)o1)Nc1cccc(S(=O)(=O)N2CCCCC2)c1	-2	1	4	3	1	96	14	7	3	-0.6
c1csc(-c2nnc(COc3ccc4c(c3)OCO4)o2)c1	0	-5	11	7	2	104	-4	2	13	-2.4
C=C[C@@H]1c2ccccc2N(S(=O)(=O)c2ccc(C)cc2)[C@H](c2ccc(C(=O)OC)cc2)C1(C#N)C#N	7	0	-9	-8	4	102	-7	-6	11	-2.5
COc1cc(/C=N\NC(=O)c2ccc(-c3ccccc3)cc2)cc(OC)c1OC(C)=O	-1	-3	-12	10	3	110	-8	23	-9	2.2
NC(=O)c1ncc(C(F)(F)F)cc1Oc1cccnc1	0	-2	11	3	3	120	-8	10	3	-0.6
Nc1nc(Nc2ccccc2F)nc(N2CCCC2)c1[N+](=O)[O-]	3	0	2	6	2	94	-9	14	7	-1.6
COc1ccc(C2C(C(=O)OCC(=O)N3CCCCC3)CCC(=O)N2c2ccc(OC)cc2)cc1 (stereo unspecified)	3	0	7	14	-2	·	-4	3	8	-1.3
COc1ccccc1N1CCN(C(=O)C2CC=CCC2C(=O)O)CC1 (stereo unspecified)	0	0	4	-1	0	100	-1	16	6	-1.2
Cc1c(C(=O)N2CCc3ccccc32)oc2c1C(=O)CC(C)(C)C2	-4	-2	1	-8	3	109	-23	9	9	-1.7
COc1ccc(N2C(=O)CS/C2=N\C(=S)Nc2ccccc2)cc1	4	1	2	-3	5	·	-12	4	0	0.0
COc1ccc2[nH]c3c(c2c1)CNCC3	-1	2	2	14	·	103	·	·	·	·
CCN(CC)C(=S)SCC(=O)Nc1ccc(F)cc1	0	-1	-2	-3	1	113	29	5	-9	1.8
CC1CCN(c2nc3c(c(=O)n(C)c(=O)n3C)n2CCSc2nc3ccccc3s2)CC1	-1	-1	10	4	-2	99	-4	-3	1	-0.2
Cc1ccc(-c2nnn(CC(=O)N(CC(=O)NC3CCCC3)c3ccc(F)cc3)n2)o1	0	-1	9	-3	8	101	-22	13	12	-2.2
Cc1ccc(OCc2nc(C#N)c(N3CCCCC3)o2)cc1	0	-4	-6	9	-7	97	0	6	10	-1.9
C/C=C/Cn1c(SCc2ccc(C)cc2)nc2c1c(=O)[nH]c(=O)n2C	-1	-3	4	10	3	71*	-29	4	-24	5.8
CCOc1ccc(CCNC(=O)CSc2cc(=O)n(C)c3cc(Cl)ccc23)cc1OCC	2	0	8	-8	4	100	9	19	7	-1.1
Cc1cccc(C)c1OCc1cc(C(=O)N2CCNC(=O)C2)no1	-2	-1	3	-1	0	106	1	39	8	-1.6
COc1ccc(F)cc1S(=O)(=O)N1CCCN(S(=O)(=O)c2cc(F)ccc2OC)CC1	1	-3	-5	-11	4	90	-16	-10	5	-0.9
COc1ccc(C(=O)NCCOC(C)C)cc1OC1CCN(C(C)=O)CC1	4	3	10	0	-2	120	6	0	10	-2.1
Cc1cccc(C)c1OCC(=O)NC(Cc1c[nH]c2ccccc12)C(=O)O (stereo unspecified)	0	-1	5	-17	-2	106	4	5	8	-1.5
O=C(NCCN1C(=O)CSC1=O)c1ccccc1	-3	1	4	-6	-1	104	5	19	8	-1.5
Cc1cccc(OCC(=O)Nc2ccc(S(=O)(=O)Nc3onc(C)c3C)cc2)c1C	-1	2	-1	1	5	104	-12	-2	11	-2.1
COCC1CCN(C(=O)c2cc(COc3ccc(-n4cncn4)cc3)on2)C1 (stereo unspecified)	-2	3	7	-7	2	101	-6	6	13	-2.6
Oc1ccc(-c2cccc(-c3ccc(O)cc3)c2)cc1	-5	-3	-2	-2	-1	104	3	-1	5	-0.9
COc1cc(O)c(C(CCN2CCCC2)c2ccc(N(C)C)cc2)c(OC)c1 (stereo unspecified)	4	1	-7	6	0	103	1	-4	8	-1.5
COc1ccc(Oc2nc(Oc3ccc(OC)cc3)nc(Oc3ccc(OC)cc3)n2)cc1	-1	0	4	10	-2	·	-8	2	6	-1.2
O=C(Cn1ncc2c1-c1ccccc1OC2)Nc1ccc(S(=O)(=O)N2CCCCC2)cc1	12*	-7	11	3	0	93	1	8	-18	3.0
CCCCN1CC(O)=C(c2nc3ccccc3[nH]2)C1=N	-3	-1	2	6	2	94	11	14	14	-2.2
COc1cccc(N2CCN(c3ccc4nnc(CCC(=O)Nc5ccc(F)cc5)n4n3)CC2)c1	8	2	-1	2	5	·	0	-2	10	-2.0
CCS(=O)(=O)n1nc(NCc2cccc(OC)c2)nc1NCc1cccc(OC)c1	-3	-1	0	-13	2	·	-6	-8	14	-3.3
COc1ccc(/C=C/C(=O)Oc2ccc(C)c(C)c2)cc1OC	1	-5	-9	-8	3	108	-10	3	-14	1.9
O=C(CN(c1ccccc1)S(=O)(=O)c1ccccc1)NCCSc1nc2ccccc2s1	1	-3	-8	9	7	99	-27	3	-20	3.7
Cc1ccc(S(=O)(=O)N2CCOCC2)cc1NC(=O)CSc1nnc(N)s1	2	2	2	2	2	102	-7	5	5	-0.9
CC(Nc1cc(=O)n(C)c(=O)[nH]1)c1ccccc1 (stereo unspecified)	-2	0	-9	0	3	97	-12	21	13	-2.4
CC(C)CCN1C(=O)c2ccc(C(=O)Nc3ccccc3C(=O)O)cc2C1=O	-2	8	-5	-3	5	94	-20	5	15	-2.6
O=C(O)c1cccnc1NC1CCCC1	0	2	-7	-4	-5	98	12	0	-18	3.0
COc1ccc(C)cc1S(=O)(=O)N1c2ccccc2CC1C (stereo unspecified)	2	0	0	-17	0	107	13	0	4	-0.7
O=C(Oc1c(CN2CCOCC2)cc(Cl)c2cccnc12)c1ccccc1F	1	2	-5	-9	-2	97	4	10	1	-0.2
CC(C(=O)NN)c1ccc([N+](=O)[O-])cc1 (stereo unspecified)	-1	0	-18	3	0	110	4	12	12	-2.4
COc1ccc(/C=C/C(=O)NCCn2c(C)cc3ccccc32)cc1OC	-1	-3	1	-11	2	107	-7	24	-1	0.1

Assay outcomes as filed in PubChem BioAssay.
